Tb hexokinase = blocks Trypanosoma brucei hexokinase 1 activity; recombinant TbHK1, G6PDH-coupled NADH A340; inhibition, % at 10 µM; 220,000 tested, 0.11% active; AID 1430;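 active = inhibition of 50% or more in the single-dose primary screen; inactive = inhibition below 50%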
Calpain2 inh = inhibitors of pig calpain II; inhibition, % at 16 µM; 220,000 tested, 0.37% active; purified calpain II, fluorogenic peptide substrate, 30 min;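 active = inhibition above about 50%, limit read from the data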
TRPML3 agonist = agonists of human TRPML3 channel | Q8TDD5 | HEK293 TRPML3-YFP, Fluo-8 calcium fluorescence; 100% = the carbachol control signal | activation, % at 3 µM | 220,000 tested, 0.29% active | AID 1448;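 active = activation above its plate's cutoff, the mean activation of the plate's test wells plus 3 SD, cut at about 12% in these data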;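 also: 0% = DMSO only wells and 100% = carbachol wells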
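Test system: TRPML3-YFP stable HEK293 cells. Doses: single point at 3 µM. Incubation: dye loading 1 h 37 °C then 30 min ambient, 125 s read. Signal: Fluo-8 calcium dye fluorescence, ex 470-495, em 515-575 nm. Measure: percent activation from peak-to-basal fluorescence ratio, scaled between DMSO and carbachol.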
TRPN1 ag = agonists of zebrafish TRPN1 channel; HEK293 zebrafish TRPN1-YFP, Fluo-8 calcium fluorescence; 100% = response to 87 µM carbachol; activation, % at 3 µM; 220,000 tested, 0.18% active; AID 1424;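 active = activation above its plate's cutoff, the mean activation of test wells on that plate plus 3 SD, cut at about 19% in these data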;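 also: 0% = DMSO alone and 100% = 87 µM carbachol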
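Material: zebrafish TRPN1-YFP in HEK293 cells; Doses: single test compound dose, 3 µM nominal, 0.3% DMSO; Timing: dye loading 1 h at 37 °C, then 30 min room temperature; Technique: intracellular calcium fluorescence with Fluo-8; Benchmarks: high carbachol 87 µM, low DMSO alone.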
Furin inhibitor = human furin inhibition. purified furin, fluorogenic substrate cleavage. inhibition, % at 30 µM. 220,000 tested, 0.061% active. AID 463115; in the data active = inhibition above about 25%; also: inactives centre near -15
KCC2 mod = modulators of human KCC2 chloride dependent transport; KCC2 cells, thallium flux FluoZin-2 fluorescence; B-score of Tl+ flux slope (higher = more flux/activation; lower = inhibition) at 10 µM; 190,000 tested, 2.2% active; AID 1456;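 active = thallium flux slope and its plate-corrected score both differing from the plate sample mean at a set confidence after two filtering rounds, in either direction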;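 also: slope of fluorescence scaled to starting intensity during 10 to 20 s after thallium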
Target sequence (Q9H2X9 whole entry, looked up): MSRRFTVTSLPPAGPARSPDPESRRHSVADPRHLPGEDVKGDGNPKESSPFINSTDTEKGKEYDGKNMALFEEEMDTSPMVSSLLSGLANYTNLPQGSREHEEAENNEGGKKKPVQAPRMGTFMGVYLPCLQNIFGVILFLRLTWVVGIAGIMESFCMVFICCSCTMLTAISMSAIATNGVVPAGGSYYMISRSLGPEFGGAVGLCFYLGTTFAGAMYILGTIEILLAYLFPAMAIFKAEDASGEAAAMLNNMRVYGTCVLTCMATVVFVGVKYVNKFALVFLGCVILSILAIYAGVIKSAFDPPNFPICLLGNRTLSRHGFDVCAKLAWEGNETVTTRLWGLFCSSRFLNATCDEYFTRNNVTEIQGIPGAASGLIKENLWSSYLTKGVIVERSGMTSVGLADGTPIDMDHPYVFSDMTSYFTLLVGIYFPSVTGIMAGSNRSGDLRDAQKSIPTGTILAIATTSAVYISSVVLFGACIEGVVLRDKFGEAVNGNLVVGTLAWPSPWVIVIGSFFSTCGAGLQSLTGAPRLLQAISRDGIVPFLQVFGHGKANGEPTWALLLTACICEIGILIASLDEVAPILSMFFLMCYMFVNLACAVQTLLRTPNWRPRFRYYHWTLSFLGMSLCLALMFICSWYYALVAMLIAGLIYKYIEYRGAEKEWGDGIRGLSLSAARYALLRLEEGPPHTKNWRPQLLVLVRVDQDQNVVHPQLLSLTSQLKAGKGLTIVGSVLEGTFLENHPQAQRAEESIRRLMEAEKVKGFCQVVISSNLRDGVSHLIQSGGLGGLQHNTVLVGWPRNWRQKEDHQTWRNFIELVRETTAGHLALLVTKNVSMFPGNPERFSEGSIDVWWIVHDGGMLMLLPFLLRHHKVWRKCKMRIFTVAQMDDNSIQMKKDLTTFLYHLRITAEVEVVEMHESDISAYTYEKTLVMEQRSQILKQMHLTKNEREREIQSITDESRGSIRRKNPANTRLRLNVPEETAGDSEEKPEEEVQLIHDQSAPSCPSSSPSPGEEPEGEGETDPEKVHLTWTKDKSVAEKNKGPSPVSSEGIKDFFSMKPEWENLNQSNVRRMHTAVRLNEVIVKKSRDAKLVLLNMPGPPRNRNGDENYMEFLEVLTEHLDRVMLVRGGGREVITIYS
PPC-1+TRAIL kill = compounds killing PPC-1 cancer cells with TRAIL present (potentiator screen, no TRAIL-free arm). PPC-1 cells + TRAIL, ATPLite viability luminescence. cell killing (% activity), % at 4 µM. 220,000 tested, 0.41% active. AID 1443;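 active = cell killing above 50% in the first pass at 4 µM, then a duplicate retest at 5 µM averaging 50% or more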;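 also: plate controls were cells with TRAIL plus DMSO for no effect and medium-only wells lacking cells for full effect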
Thrombin inh = thrombin (human) inhibition; P00734; alpha-thrombin, Boc-VPR-AMC fluorogenic substrate cleavage; inhibition, % at 5 µM; 220,000 tested, 0.26% active; AID 1046;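 active = inhibition at or above 40%; inactive = inhibition below 40%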;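 also: 0% = enzyme with no compound and 100% = wells without enzyme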
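Assay system: human alpha-thrombin enzyme. Reagent: Boc-VPR-AMC substrate, 15 µM final. Compound dosing: one concentration per compound, 5 µM, with 0.2% DMSO. Incubation: room-temperature reaction. Technique: AMC fluorescence, 355/460 nm. Measure: % inhibition relative to enzyme controls and enzyme-free blanks.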
EBV gp42 inh = EBV gp42 inhibition; Fluorescence polarization binding assay, mP read-out; inhibition, % (tested at 21.74 µM); 220,000 tested, 0.42% active; AID 1085; in the data active = inhibition above about 50%
* hit, by the source's call; / = not tested or not shown; [ ] = dose if it differs, or a comment.

SMILES	Tb hexokinase	Calpain2 inh	TRPML3 agonist	TRPN1 ag	Furin inhibitor	KCC2 mod	PPC-1+TRAIL kill	Thrombin inh	EBV gp42 inh
O=C(c1ccc(F)cc1)N1CCCCC(Sc2nnc3ccccn23)C1=O (stereo not drawn)	-4	12	1.1	2.0	-20[20 µM]	-0.086	30	-2	-7
CCOC(=O)c1nnn(-c2ccc([N+](=O)[O-])cc2)c1C	-2	8	1.2	-0.7	-20	0.95	11	-8	-16
COCCCn1c(SCc2nc3ccccc3c(=O)[nH]2)nc2ccccc2c1=O	-3	-28	0.6	0.4	-12[20 µM]	0.71	2	-5	5
Cc1c(NC(=O)CN2C(=O)C(=O)N(Cc3ccccc3)C2=O)c(=O)n(-c2ccccc2)n1C	-14	2	0.9	0.7	-31	0.046	-8	-2	-14
COc1ccccc1CNC(=O)c1cn(C)c(=O)c2cc(OC)c(OC)cc12	-5	24	1.2	0.0	-7[20 µM]	-1	5	-8	-20
Cc1ccc(N(C(=O)C2CCC(=O)N2)C2(C(=O)NC3CCCCC3)CCCCC2)cc1 (stereo not drawn)	1	-5	-0.2	0.8	-1[20 µM]	0.36	13	-4	-22
COc1ccccc1N1CCN(C(=O)c2cc(-c3ccco3)on2)CC1	-2	-31	0.7	1.4	-10	-1.5	-33	-10	4
COc1cccc(CN2CCNC(=O)C2CC(=O)NCc2cc(C(C)C)no2)c1 (stereo not drawn)	-9	-14	-0.6	-1.0	-9	-0.024	4	-1	-8
CCn1c(=O)n(CC(=O)N2CC(C)CC(C)C2)c(=O)c2ccccc21 (stereo not drawn)	4	-6	0.7	2.0	-23[20 µM]	0.41	9	1	-15
CC(=O)c1ccc(NS(=O)(=O)Cc2ccccc2)cc1	-26	6	0.2	0.3	-31	-0.15	-7	3	-15
Cc1nc2ccc(NC(=O)c3ccc([N+](=O)[O-])cc3[N+](=O)[O-])cc2s1	-6	8	1.7	1.4	-19	0.74	-12	-9	2
CCCCC1=CC2=CC(=O)C(C)(OC(=O)CCc3ccccc3)C(=O)C2=CO1 (stereo not drawn)	-25	-77	/	/	-16	0.26	11	-2	-9
O=C(COC(=O)CCCNC(=O)c1ccc(Cl)cc1)NCc1ccccc1Cl	-1	-24	-1.2	-1.4	-5[20 µM]	-0.11	24	-10	0
C=CCNC(=S)NCc1ccc(CNC(=S)NCC=C)cc1	9	21	0.5	1.7	-25	1.6	17	1	0
CCCc1cc(=O)[nH]c(SCC(=O)Nc2cc3c(cc2C(C)=O)OCO3)n1	-13	-11	0.6	0.7	-16[20 µM]	0.063	5	-1	2
O=C(NC1CC1)C1CCN(Cc2cnn(-c3ccccc3)c2-n2cccc2)CC1	-1	-17	0.9	0.6	-13[20 µM]	1.4	-2	-2	-14
O=C1C2CC=C(Cl)CC2C(=O)N1CC1OCCc2ccccc21 (stereo not drawn)	0	-36	0.2	-1.1	-23[20 µM]	0.37	1	-2	5
Cc1ccc(C(=O)Nc2cc3c(oc2=O)CCCC3=O)cc1	-20	-12	0.7	-0.4	-12[20 µM]	0.48	15	3	-8
FC(F)(F)c1cnc(-c2cnc(-c3ccncc3)nc2)c(Cl)c1	-3	29	0.6	0.6	-22	/	13	-12	-6
Cc1cc2ccccc2c(=O)n1CC(=O)NCC(=O)N1CCN(c2ccccc2F)CC1	-9	-47	-0.2	0.2	-10	/	10	2	-14
CCOc1ccc(NC(=O)CN2CCN(CC(=O)Nc3cccc(F)c3)CC2)cc1	-11	-17	0.1	1.5	-18	-0.85	15	2	-6
CCOC(=O)C1CCN(S(=O)(=O)c2cccc(-c3cn4cccc(C)c4n3)c2)CC1	-12	-300	0.2	0.2	-17	-0.13	10	-3	-19
Cc1ccccc1OCc1nnc2n1CC(C)S2 (stereo not drawn)	-1	1	0.6	0.9	-14	0.22	-12	-7	-15
CC1(OC(=O)C2CCCC2)C(=O)C=C2C=C3CCCCN3C=C2C1=O (stereo not drawn)	-25	-22	/	/	-8	1	3	-4	-12
COc1ccc(S(=O)(=O)NCc2csc(C)n2)cc1	4	-6	0.5	2.3	-16	0.33	2	7	-9
Cc1c(N(C(=O)Cc2cccs2)C2(C(=O)NC3CCCC3)CCCCC2)c(=O)n(-c2ccccc2)n1C	-2	-26	0.2	-0.1	-24	0.13	2	-2	1
O=C(NCCCN1CCCC1=O)c1cc2c(s1)CCCCC2	-3	0	0.6	1.0	-15	0.18	15	2	-24
O=C(NC(Nc1nc2ccc([N+](=O)[O-])cc2s1)(C(F)(F)F)C(F)(F)F)c1cccnc1	-22	38	10	18	-11	-0.36	14	-5	0
C/C(=N/NC(=O)c1ccc(Cl)s1)c1ccc(NC(=O)COc2ccc(Cl)cc2)cc1	-10	-61	0.0	0.7	-23[20 µM]	/	1	4	0
CC(=O)NCCN1C(=O)S/C(=C\c2cccs2)C1=O	-20	-1	0.8	0.3	-10	-0.08	-17	6	-11
Cc1ccc(C(=O)N2C(CC(=O)Nc3ccc(Cl)cc3)C(=O)NC3CCCCC32)cc1 (stereo not drawn)	-2	11	0.7	2.8	-18	0.11	-22	50*	-6
C=CCN(CC=C)C(=S)NC(=O)c1ccc(C)c(Br)c1	31	6	0.6	1.7	-17	45*	14	1	-4
CC1(c2ccc3noc(-c4ccccc4)c3c2)OCCO1	-13	17	0.1	-1.1	-18	0.68	3	-7	-19
OCC(CO)(CO)N=Cc1cc(Br)ccc1O	-1	-1	-0.2	-0.6	-16	-1.7	-2	-9	0
COC(=O)CSc1nc2c(c(=O)n(C)c(=O)n2C)n1CCCc1ccccc1	-4	-23	-0.4	1.6	-14	1.6	-4	-1	-7
CCOc1ccc(-c2cn(-c3ccc(OC)cc3)c(SC)n2)cc1	27	13	0.2	-1.5	-2	0.71	5	-14	0
Cc1csc(NC(=O)c2nc3nccc(C)n3n2)n1	-21	22	0.5	0.7	1	0.3	0	0	1
CC1=C(C(=O)OCc2ccccc2)C(c2ccc(Cl)cc2Cl)NC(=O)N1CCCC(=O)O (stereo not drawn)	7	-34	0.2	1.4	-19	-1.8	28	6	-2
CC(=O)N1CCN(Cc2nc3cc(Cl)ccc3c(=O)[nH]2)CC1	2	5	0.8	0.0	-17	0.83	36	-3	-5
COc1cccc(C2CC(=O)Nc3cc4c(cc32)OCCO4)c1OC(C)C (stereo not drawn)	2	24	-0.1	-0.7	-7	-1.4	-1	1	2

6 structures already listed, arranged by number of heavy atoms, largest number first.
SMILES	Tb hexokinase	Calpain2 inh	TRPML3 agonist	TRPN1 ag	Furin inhibitor	KCC2 mod	PPC-1+TRAIL kill	Thrombin inh	EBV gp42 inh
O=C(NC(Nc1nc2ccc([N+](=O)[O-])cc2s1)(C(F)(F)F)C(F)(F)F)c1cccnc1	-22	38	10	18	-11	-0.36	14	-5	0
COc1cccc(C2CC(=O)Nc3cc4c(cc32)OCCO4)c1OC(C)C (stereo not drawn)	2	24	-0.1	-0.7	-7	-1.4	-1	1	2
CC1(OC(=O)C2CCCC2)C(=O)C=C2C=C3CCCCN3C=C2C1=O (stereo not drawn)	-25	-22	/	/	-8	1	3	-4	-12
CC1(c2ccc3noc(-c4ccccc4)c3c2)OCCO1	-13	17	0.1	-1.1	-18	0.68	3	-7	-19
CC(=O)NCCN1C(=O)S/C(=C\c2cccs2)C1=O	-20	-1	0.8	0.3	-10	-0.08	-17	6	-11
Cc1ccccc1OCc1nnc2n1CC(C)S2 (stereo not drawn)	-1	1	0.6	0.9	-14	0.22	-12	-7	-15

Later entries.
SMILES	Tb hexokinase	Calpain2 inh	TRPML3 agonist	TRPN1 ag	Furin inhibitor	KCC2 mod	PPC-1+TRAIL kill	Thrombin inh	EBV gp42 inh
Cc1ccc(CC(=O)NCc2ccc(Cl)cc2)cc1	7	-10	-1.0	-3.1	-18	0.35	16	-6	3
CCOCC(=O)Nc1cccc(NC(C)=O)c1	1	16	0.6	0.1	-8[20 µM]	0.94	4	-6	-7
COc1ccccc1-c1cc(C(F)(F)F)nc(N2CCN(c3ccccc3)CC2)n1	0	1	0.1	-0.1	6	/	13	2	-8
Cc1noc(C)c1COc1ccc(C(=O)OC(C)C(=O)Nc2ccc(S(=O)(=O)N3CCOCC3)cc2)cc1 (stereo not drawn)	-13	-13	0.0	0.9	-19	-0.3	1	-5	9
COc1ccc(CN(C(=O)/C=C/c2ccccc2Cl)C2CCS(=O)(=O)C2)cc1 (stereo not drawn)	-3	15	-0.4	0.2	-8	-2.9	8	2	-7
O=[N+]([O-])c1cccc(S(=O)(=O)NCCCN2CCOCC2)c1	5	13	-0.1	0.5	-5	0.23	0	-7	-1
Cc1cccc2sc(NC(=O)C3CCN(S(=O)(=O)c4cc([N+](=O)[O-])ccc4Cl)CC3)nc12	-10	-64	0.6	0.9	-27	-0.29	24	-4	-134
Cc1nc2sc(C(c3cccc(F)c3)N3CCCC(C)C3)c(O)n2n1 (stereo not drawn)	3	-3	-1.4	-0.2	-23	0.28	3	-11	-2
O=C(c1ccc([N+](=O)[O-])s1)N1CCN(c2ccccc2)CC1	-13	5	0.3	1.3	-13	-0.16	16	3	-18
O=C(CC(SCCO)c1ccc2c(c1)OCO2)c1cccs1 (stereo not drawn)	-19	6	0.1	-0.5	-25	0.13	5	1	-16
CC(C)Cc1cc(C(=O)NCCc2ccccc2)no1	0	11	0.0	-0.9	-14	-2.5	0	29	-5
O=C1OC(/C(=C\NCc2ccccc2)[N+](=O)[O-])c2ccccc21 (stereo not drawn)	-19	-13	-2.3	0.9	-18	-1.3	-12	-2	6
O=c1c2ccccc2ncn1CCOCCOc1cccc(Br)c1	31	11	0.5	-1.3	-10	-0.36	12	-13	-5
CON(C)S(=O)(=O)c1ccc2c(c1)NC(=O)C1CCCN21 (stereo not drawn)	-2	-89	1.0	-0.4	-17[20 µM]	/	16	1	-9
CCN(CC)C(=O)c1cc2c(=O)oc3ccccc3c2s1	-23	-7	1.1	3.1	-4[20 µM]	-0.51	8	2	-11
O=C(c1cccs1)c1coc2ccc(O)c(CN3CCOCC3)c12	-14	-11	0.0	-0.2	-15	-1	4	-5	-9
O=C1/C(=C/c2coc3ccc(O)cc3c2=O)SC(=S)N1c1ccccc1	-42	-16	1.7	4.2	-4	-0.4	-6	1	-10
Cc1ccc(Cn2c(SCC(N)=O)nc3c2c(=O)n(C)c(=O)n3C)cc1	-6	7	0.6	-0.3	-13[20 µM]	4.8*	4	0	3
O=C(Cc1ccccc1)Nc1scc(-c2ccccc2)c1C(=O)N1CCOCC1	-2	-127	0.8	-0.2	-6[20 µM]	-0.51	14	-1	-75
CCC1SC(C)C/C(=N/NC(N)=O)C1C (stereo not drawn)	-2	-16	0.6	0.6	-20	-0.45	1	0	-15
CC(=O)Nc1ccc2nc(C3CC3)n(Cc3ccc(Cl)cc3)c(=O)c2c1	6	-7	0.8	0.2	-4	-0.057	12	-10	-3
CCOC(=O)CCc1c(C)n[nH]c1C	-4	-17	1.0	0.5	-23	0.054	-4	-15	-4
O=C(O)c1cc(NS(=O)(=O)c2ccc(NC3CCCCC3)c([N+](=O)[O-])c2)cc(C(=O)O)c1	-4	-67	0.8	2.4	-23	0.074	26	-11	-12

Source: PubChem BioAssay (several laboratories)
